Screening data deposited in PubChem BioAssay by Sanford-Burnham Center for Chemical Genomics.
APJ ag: agonists of human APJ apelin receptor; P35414; CHO-K1 APJ PathHunter beta-arrestin, luminescence; 0% DMSO wells, 100% apelin; activation, % at 20 µM; 330,000 tested, 0.11% active; AID 2520;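 active = activation more than six SD over the plate average, tested at 20 µM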;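 also: 0% = DMSO alone and 100% = apelin-13 at 10 nM; some results filed as inactive read as strong as hits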
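system = engineered CHO-K1 APJ arrestin reporter cells | input = 1000 cells per well | timing = overnight seeding, 90 min compound at 25 °C, 1 h detection | measured by = enzyme-fragment complementation luminescence | read-out = beta-arrestin recruitment to APJ as agonist activity, luminescent signal | control set = negative DMSO alone, positive Apelin-13 at 10 nM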
Mdm2-MdmX inh: human Mdm2/MdmX binding inhibition; O15151+Q00987; SaOS-2 split-luciferase Mdm2/MdmX complementation, luminescence; inhibition, % at 8 µM; 330,000 tested, 3% active; AID 485346;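 active = inhibition of at least 50% at 8 µM in the primary screen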
Target sequence (O15151 whole entry, looked up): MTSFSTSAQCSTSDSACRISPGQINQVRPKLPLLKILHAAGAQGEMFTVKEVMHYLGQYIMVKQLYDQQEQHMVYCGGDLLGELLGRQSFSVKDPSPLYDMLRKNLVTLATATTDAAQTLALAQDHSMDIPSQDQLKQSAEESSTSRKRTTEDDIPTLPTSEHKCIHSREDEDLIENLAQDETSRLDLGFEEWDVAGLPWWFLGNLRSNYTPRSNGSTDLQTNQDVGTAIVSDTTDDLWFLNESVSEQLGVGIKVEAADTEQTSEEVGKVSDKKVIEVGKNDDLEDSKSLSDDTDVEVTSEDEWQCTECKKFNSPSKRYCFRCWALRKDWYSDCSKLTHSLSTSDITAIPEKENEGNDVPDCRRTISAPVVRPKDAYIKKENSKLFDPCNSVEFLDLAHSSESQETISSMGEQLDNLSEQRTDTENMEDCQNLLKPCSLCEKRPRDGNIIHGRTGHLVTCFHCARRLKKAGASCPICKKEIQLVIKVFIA
Target sequence (Q00987 whole entry, looked up): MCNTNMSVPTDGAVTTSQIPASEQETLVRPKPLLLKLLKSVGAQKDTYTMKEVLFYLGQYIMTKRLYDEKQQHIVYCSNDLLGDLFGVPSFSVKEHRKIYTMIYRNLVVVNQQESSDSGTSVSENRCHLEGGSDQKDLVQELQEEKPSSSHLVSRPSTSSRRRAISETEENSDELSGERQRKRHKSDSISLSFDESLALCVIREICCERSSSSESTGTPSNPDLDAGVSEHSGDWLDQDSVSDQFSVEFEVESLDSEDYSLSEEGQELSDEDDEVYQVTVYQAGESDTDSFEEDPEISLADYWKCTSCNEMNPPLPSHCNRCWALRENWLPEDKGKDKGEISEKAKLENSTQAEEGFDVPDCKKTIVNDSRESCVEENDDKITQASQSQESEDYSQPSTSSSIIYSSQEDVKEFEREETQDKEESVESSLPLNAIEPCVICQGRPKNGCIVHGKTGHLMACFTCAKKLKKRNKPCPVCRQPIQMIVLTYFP
tim23-1 inh: inhibits growth of tim23-1 mutant yeast | S. cerevisiae tim23-1 growth, BacTiter-Glo luminescence, 24 h | inhibition, % at 20 µM | 330,000 tested, 1.3% active | AID 463212;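 active = growth inhibition of the mutant yeast at or above 50%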;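 also: temperature-sensitive mutant grown at 25 °C; plate controls were DMSO-treated mutant yeast for no effect and medium wells lacking yeast for full effect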
CHOP UPR activ: activators of apoptotic arm of unfolded protein response (CHOP). CHO-CHOP luciferase reporter, UPR activation, luminescence; percent of tunicamycin response over DMSO baseline. activation, % at 10 µM. 330,000 tested, 0.34% active;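 active = at 10 µM dose, activation of 40% or more, normalized to positive control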;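 also: 100% = tunicamycin at 10 µg/mL and 0% = DMSO alone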
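Test system: CHO-CHOP cells, stable luciferase reporter of PERK-eIF2a-CHOP signalling | Quantity: 500 CHO-CHOP cells per well | Buffer or medium: F12 plus 10% serum | Compound dosing: 10 µM single point, 0.5% DMSO | Schedule: 6 h compound treatment, 37 °C | Signal: Luciferase luminescence | Control set: Tunicamycin high control, DMSO low control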
GRIN3A LBD mod: modulators (binders) of human NR3A ligand-binding domain; NR3A LBD differential scanning fluorimetry, Tm shift; 0% = protein alone, 100% = glycine-bound protein; Tm shift relative to glycine control, % at 25 µM; 340,000 tested, 2.5% active;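 active = melting temperature shift of at least 10% of the positive control shift, at one fixed dose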
TIM10 inh: growth inhibitors of TIM10 yeast strain; S. cerevisiae TIM10 strain growth, BacTiter-Glo luminescence, 24 h; inhibition, % at 10 µM; 330,000 tested, 1.4% active; AID 463195;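 active = inhibition of 40% or more at the single tested concentration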;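 also: wild-type TIM10 isogenic control strain grown at permissive 25 °C; 0% = DMSO yeast wells and 100% = minimal medium wells without yeast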
tim10-1 inh: growth inhibitors of tim10-1 mutant yeast. S. cerevisiae tim10-1 ts strain growth, BacTiter-Glo, 24 h. inhibition, % at 20 µM. 330,000 tested, 2.2% active;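 active = inhibition of at least 40%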;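 also: mutant grown at 25 °C; 0% = DMSO wells with yeast and 100% = wells holding no yeast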
NLRP3 yeast inh: inhibitors of NALP3 inflammasome in yeast. 330,000 tested, 0.39% active. AID 2825. inhibition, % at 10 µM. Yeast reconstituted NLRP3/ASC/caspase-1, beta-gal luminescence, 24 h;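 active = inhibition of 50% or more; inactive = inhibition below 50%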;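 also: plate controls were induced DMSO wells for no effect and uninduced yeast grown without galactose for full effect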
UPR XBP1 act: adaptive UPR (XBP1) activation; CHO-XBP1 luciferase reporter, IRE1-XBP1 UPR activation, luminescence; percent of tunicamycin response, DMSO as zero; AID 463104; 330,000 tested, 0.33% active; activation, % at 20 µM;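 active = versus positive control, 20 µM dose yields 30% or more activation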;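 also: 100% = tunicamycin at 10 µg/mL and 0% = DMSO only wells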
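Material: CHO-XBP1 cells stably carrying IRE1-XBP1-driven luciferase reporter / Amount: 1000 cells per well / Compound: 20 µM, 1% DMSO / Times: 6 h treatment, 37 °C / Detection: luciferase luminescence / Measure: % activation of reporter signal versus tunicamycin and DMSO controls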
An asterisk follows results filed as active; nt = no result given.

SMILES	APJ ag	Mdm2-MdmX inh	tim23-1 inh	CHOP UPR activ	GRIN3A LBD mod	TIM10 inh	tim10-1 inh	NLRP3 yeast inh	UPR XBP1 act
Cc1ccccc1[C@@H](NC(=O)OC(C)(C)C)C(=O)OC(C)(C)C	-4	4	8	1.1	0	3	16	36	-2
CCOc1cc(NC(=S)Nc2ccccc2OC)c(OCC)cc1NC(=O)c1ccccc1C	-2	41	18	-1.1	1	27	29	22	-3
COc1ccc(C(=O)CC(=O)c2ccccc2O)cc1	-1	-4	50*	5.5	3	7	4	30	-5
CCc1c(C)c2cc(Cl)c(O)c(CN(C)C)c2oc1=O	-1	2	0	-2.0	3	7	5	-1	3
Cc1nn(Cc2ccc(F)cc2)c(C)c1NC(=O)c1cnn2cccnc12	-5	19	8	1.2	-1	-12	9	12	-2
CCOc1ccc(-c2cnc3n2CCCCC3)cc1	1	23	-14	-0.2	-1	-6	-10	11	-3
CC(C)(C)c1cc(C(=O)N/N=C/c2ccco2)n[nH]1	2	-12	8	2.0	-6	4	-6	4	3
COc1ccc(-c2cn(Cc3ccc(C(N)=O)cc3)c(-c3ccc(Cl)nc3)n2)cc1	-3	2	15	2.3	1	13	5	10	4
COc1ccc(N2CCN(S(=O)(=O)c3c(C)[nH]c(C)c3C(=O)N3CCCC3)CC2)cc1	2	18	-10	-1.1	0	6	-8	14	-3
CSc1nsc(SCc2cnc(C)nc2N)n1	-3	10	6	-1.0	-14	10	1	6	1
COc1cc(OC)cc(-c2c(C#Cc3ccsc3)c3cc(-c4cc(OC)c(OC)c(OC)c4)ccc3n2C)c1	-1	30	-6	1.5	-2	11	13	5	-3
CC1=CCC2C(=O)N(c3ccc(C(=O)Nc4ccccc4Cl)cc3)C(=O)C2C1 (stereo unspecified)	-1	-17	17	2.4	1	23	8	26	-3
COc1ccc(C2CC(=O)C3=C(C2)Nc2ncnn2C3c2ccccc2C)c(OC)c1 (stereo unspecified)	-4	-2	6	-1.4	7	22	3	4	3
O=C1c2ccccc2C(O)(Cc2ccccc2)N1c1ccc2c(c1)OCO2 (stereo unspecified)	1	-22	37	-2.8	nt	19	25	11	-2
CN(C)C(=S)Nc1ccc(Br)cc1Cl	-4	23	1	-1.0	0	5	-3	17	-2
COC(=O)C(CC(=O)c1ccc(Br)cc1)n1nc(C)cc1C (stereo unspecified)	-1	2	14	1.5	3	-6	-5	-7	-1
Cc1cc(C)n(C(=O)c2ccc(Cl)c(F)c2F)n1	-3	14	-4	0.6	0	-4	0	7	1
C[C@H]1[C@H](C)CC[C@]2(C)CC[C@]3(C)C(=CC(=O)C4[C@@]5(C)CC[C@H](O)C(C)(C)C5CC[C@]43C)[C@H]12 (stereo partly specified)	-5	-2	9	1.3	-25	12	12	27	2
CN(Cc1cccnc1)C(=O)c1cc(S(=O)(=O)Nc2ccccc2F)ccc1Cl	-2	12	7	-1.6	1	4	16	5	0
O=C1/C(=C\c2ccc(C(F)(F)F)cc2)CSc2sccc21	2	9	7	3.9	4	14	18	22	5
COc1ccc(-c2[nH]ncc2CNCCc2ncccc2C)cc1F	-4	5	0	-0.8	0	-12	-9	-13	-3
CC(C)(C)C(=O)O/N=C(\N)c1ccc(-c2csnn2)cc1	1	-92	-6	4.0	2	-8	6	31	6
O=C(CN1CCN(c2ccccc2O)CC1)Nc1ccc([N+](=O)[O-])cc1Br	0	22	4	2.9	-2	13	6	-3	-2
CCOC(=O)C1C(=O)CC(C)(O)C(C(=O)OCC)C1c1ccc(F)cc1 (stereo unspecified)	0	-1	9	1.8	-1	11	23	-4	-3
CC(NC(=O)c1cccc(S(=O)(=O)N(C)c2ccccc2)c1)c1cccnc1 (stereo unspecified)	3	-15	-5	-1.4	-2	-1	1	-20	-2
CCOc1c2ccccc2nn1CCO	6	-17	16	4.4	1	2	7	10	2
COc1ccccc1C(=O)NCC1(c2ccccc2)CCCC1	-3	-11	32	0.9	0	-7	2	25	1
Cc1cc(C(=O)Nc2ccc(Br)cc2)cs1	-2	-186	3	5.7	-8	2	11	13	-2
O=[N+]([O-])c1cc(C(F)(F)F)ccc1N1CCCNCC1	-8	31	5	-1.3	1	-27	8	23	0
O=C(NCc1ccncc1)c1cccc(NS(=O)(=O)c2ccc(F)c(F)c2)c1	-1	-24	-4	2.8	1	5	-12	7	-3
O=C(c1ccccc1[N+](=O)[O-])N1CCN(Cc2ccc3c(c2)OCO3)CC1	-2	-5	5	0.2	0	-1	13	7	3
CCCn1c(C)cc(/C=C(\C#N)C(=O)OCC(=O)N(C)c2c(N)n(Cc3ccccc3)c(=O)[nH]c2=O)c1C	1	5	8	1.3	-1	7	11	21	1
COc1ccccc1N1CCN(C(=O)c2cc3c(=O)n4cccc(C)c4nc3s2)CC1	-1	14	38	-0.5	4	14	20	17	6
O=C(CN1C(=O)c2cccc3cccc1c23)NC1CCCC1	0	6	16	-2.1	-1	12	21	8	-3
COc1ccc(OC)c2sc(NC(=O)C3=COCCO3)nc12	-3	25	19	0.0	0	27	19	31	2
COc1ccc(N(C(=O)c2ccncc2)S(=O)(=O)c2ccccc2)cc1	3	18	-191	1.6	2	-51	-56	7	-2
O=C(CSc1ncn(-c2ccccc2)n1)N1CCc2ccccc21	3	-21	5	1.3	-1	20	24	28	-2
CN(Cc1ccon1)C(=O)CC1C(=O)NCCN1Cc1cccc(F)c1F (stereo unspecified)	-1	0	-14	11	2	-7	0	3	-4
COc1ccc(NC(=O)CSc2nc3c(c(-c4cccs4)c2C#N)CN(C)CC3)cc1OC	13	5	4	1.8	-6	9	15	7	2
COc1ccc(CCC(=O)OCC(=O)NC(=O)c2ccc(Cl)cc2)cc1	-4	13	-2	1.4	-1	-7	4	12	-1
COc1ccc2c(c1)C(C)=CC(C)(C)N2C(=O)CSc1nnc(-c2ccc(C)cc2)o1	-5	36	24	-0.9	-3	33	26	21	-1
O=C(CN1CCC(NC(=O)C2CC2)CC1)Nc1cccc(F)c1	1	3	20	0.3	-1	0	8	30	-2
CCNC(=O)CSc1nnc(-c2cccc(S(=O)(=O)N3CCOCC3)c2)o1	-3	2	14	0.7	0	2	12	12	2
Cc1ccccc1C1=N/C(=C/c2cccs2)C(=O)O1	-4	0	17	-2.3	5	51*	31	5	1
Nc1ncnc2c1ncn2[C@@H]1O[C@H](CNCc2ccc(OCc3ccccc3)cc2)[C@@H](O)[C@H]1O	-1	12	7	1.5	0	11	2	1	-1
Cc1ccc(C)c(S(=O)(=O)N2CCN(C(=O)c3n[nH]c(=O)c4ccccc34)CC2)c1	4	-3	-9	-1.4	3	3	-10	17	0
COc1ccc(N(C)C(=O)c2oc(=O)c3ccccc3c2-c2ccccc2)c(OC)c1	-2	1	33	0.5	0	-11	-2	-1	-1
COC(=O)C1CCN(C(=O)c2ccccc2NC(C)=O)CC1	-6	8	11	-1.6	1	1	11	11	-2

The closing five records of the section above come first, to join the parts:
SMILES	APJ ag	Mdm2-MdmX inh	tim23-1 inh	CHOP UPR activ	GRIN3A LBD mod	TIM10 inh	tim10-1 inh	NLRP3 yeast inh	UPR XBP1 act
Cc1ccccc1C1=N/C(=C/c2cccs2)C(=O)O1	-4	0	17	-2.3	5	51*	31	5	1
Nc1ncnc2c1ncn2[C@@H]1O[C@H](CNCc2ccc(OCc3ccccc3)cc2)[C@@H](O)[C@H]1O	-1	12	7	1.5	0	11	2	1	-1
Cc1ccc(C)c(S(=O)(=O)N2CCN(C(=O)c3n[nH]c(=O)c4ccccc34)CC2)c1	4	-3	-9	-1.4	3	3	-10	17	0
COc1ccc(N(C)C(=O)c2oc(=O)c3ccccc3c2-c2ccccc2)c(OC)c1	-2	1	33	0.5	0	-11	-2	-1	-1
COC(=O)C1CCN(C(=O)c2ccccc2NC(C)=O)CC1	-6	8	11	-1.6	1	1	11	11	-2
COc1ccc(CNC(=O)CN2CCN(c3cccc(C)c3C)CC2)cc1	-4	-20	25	0.3	2	-3	37	9	-4
CC(C)C(OC(=O)c1ccco1)C(=O)NCc1ccco1 (stereo unspecified)	0	9	3	1.1	-1	6	13	9	-3
O=C(c1cccc(N2C(=O)C3C4C=CC(C4)C3C2=O)c1)N1CCN(c2ccccc2)CC1 (stereo unspecified)	-2	14	14	-1.1	0	-1	1	8	-3
COc1ccc(/C=C/C(=O)c2cccc(-n3cnnn3)c2)cc1O	6	27	-17	12	-4	-15	-1	6	3
CC(O)[C@@H](C(=O)N1CCNCC1)n1cc(CCCCN)nn1 (stereo partly specified)	11	-45	-4	1.3	3	-8	-15	14	0
CCOC(=O)C1=C(C)N=c2s/c(=C\c3ccc(OCC(=O)O)c(OC)c3)c(=O)n2C1c1ccc(OC)cc1 (stereo unspecified)	0	-5	28	1.2	4	27	19	25	-7
CCOc1ccc(C(C(=O)NCC2CCCO2)N(Cc2cccc(OC)c2)C(=O)c2snc(C(N)=O)c2N)cc1 (stereo unspecified)	0	2	16	1.0	-2	-2	-1	9	-4
O=S(=O)(O)c1cccc2cccc(Nc3ccccc3)c12	6	9	25	-1.6	-9	9	-6	-7	6
COc1cc(/C=C/C(=O)Nc2cccnc2)cc(OC)c1OC	2	10	4	4.2	-1	9	1	6	0
O=C(COC(=O)Cn1cnc2ccccc21)NCCC1=CCCCC1	-3	-11	10	-2.5	2	7	-1	14	-1
Cc1cccc(NC(=O)c2ccc(N3C(=O)C4C5C=CC(C6CC56)C4C3=O)cc2)c1 (stereo unspecified)	17	43	-15	-1.3	-2	0	-5	4	-8
CN1CCN(C(=O)c2ccc(NS(=O)(=O)c3cccc([N+](=O)[O-])c3)cc2)CC1	3	-13	-7	1.9	2	-7	-21	9	-1
C=CCOC(=O)C1=C[C@H](c2csc3ccccc23)C[C@H](OCCCCO)O1	-5	13	23	0.8	-4	15	25	5	-1
COc1ccc(C2c3sc(=O)[nH]c3SC3C(=O)N(c4ccccc4)C(=O)C32)cc1 (stereo unspecified)	-3	8	10	0.3	1	10	21	22	-2
CCOC(=O)c1ccc(N2C(=O)c3n[nH]c(C)c3C2c2ccc(O)cc2)cc1 (stereo unspecified)	-6	23	4	-0.9	-25	4	13	0	-1
CN(C)/C=N/c1c(C#N)cnn1C	-5	-15	2	-2.1	-2	-4	-2	-4	-2
COC(=O)c1ccccc1NC(=S)NC(=O)c1ccccc1	-3	13	34	1.2	-1	37	14	5	-1
FC(F)Oc1ccc(-n2cc(-c3ccccc3)[n+]3c2CCCCC3)cc1	1	28	8	0.6	1	16	12	14	0
Cc1ccc(S(=O)(=O)NCC(=O)OC(C)C(=O)c2ccccc2)cc1 (stereo unspecified)	-6	10	2	-1.9	4	-9	-12	16	-2
